Runt-SMMHC FRET: inhibitors of human RUNX1 Runt domain binding to CBFb-SMMHC; Cerulean-Runt/Venus-CBFb-SMMHC FRET ratio 530/480, 1 h; inhibition, % at 20 µM; actives 0.74% (n = 220,000);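 active = mean inhibition across duplicate retests at 20 µM reaching about 50%, limit read from the data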;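 note: 0% = DMSO wells and 100% = wells with excess untagged CBFb-SMMHC; inhibitors lower the FRET ratio by blocking Runt binding to CBFb-SMMHC; some results filed as inactive read as strong as hits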
Hck-Nef inh: inhibitors of human Hck kinase activated by Nef | P08631 | Recombinant Hck-YEEI plus Nef, Z-Lyte FRET kinase assay | inhibition, % at 20 µM | actives 0.68% (n = 220,000) | AID 463187;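 active = Hck-Nef kinase inhibition above about 50%, limit read from the data; inactive = inhibition below that limit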;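 note: 0% = DMSO with Hck plus Nef and 100% = Hck alone without Nef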
Target sequence (P08631 whole entry, looked up): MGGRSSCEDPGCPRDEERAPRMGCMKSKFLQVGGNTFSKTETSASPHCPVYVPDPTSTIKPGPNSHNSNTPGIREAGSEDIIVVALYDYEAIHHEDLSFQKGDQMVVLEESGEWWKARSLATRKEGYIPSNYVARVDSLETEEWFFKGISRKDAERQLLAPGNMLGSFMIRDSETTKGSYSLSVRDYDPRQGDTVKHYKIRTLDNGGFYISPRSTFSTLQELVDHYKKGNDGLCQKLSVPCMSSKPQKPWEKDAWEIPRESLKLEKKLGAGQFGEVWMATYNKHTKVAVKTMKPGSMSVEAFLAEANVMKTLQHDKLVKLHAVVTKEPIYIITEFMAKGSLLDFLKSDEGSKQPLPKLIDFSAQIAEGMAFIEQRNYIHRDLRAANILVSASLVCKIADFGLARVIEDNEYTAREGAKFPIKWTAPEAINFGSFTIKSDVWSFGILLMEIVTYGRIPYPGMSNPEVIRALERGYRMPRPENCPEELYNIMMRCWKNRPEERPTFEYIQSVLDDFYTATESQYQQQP
EBV gp42 block: EBV gp42 inhibition; Q1HVG2; Fluorescence polarization binding assay, mP read-out; inhibition, % (tested at 21.74 µM); actives 0.42% (n = 220,000); in the data active = inhibition above about 50%
Target sequence (Q1HVG2 whole entry, looked up): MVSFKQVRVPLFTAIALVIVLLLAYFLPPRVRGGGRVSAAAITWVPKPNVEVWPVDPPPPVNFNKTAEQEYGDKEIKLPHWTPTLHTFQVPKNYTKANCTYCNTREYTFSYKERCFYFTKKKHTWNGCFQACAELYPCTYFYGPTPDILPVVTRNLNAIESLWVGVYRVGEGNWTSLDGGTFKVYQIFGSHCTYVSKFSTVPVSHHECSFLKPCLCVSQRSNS
14-3-3 Bad inh: disrupts binding of bovine 14-3-3 zeta to phospho-Bad peptide; inhibition, % at 21.7 µM; actives 0.71% (n = 220,000); AID 781; TR-FRET 14-3-3zeta/Dy647-pBad peptide displacement, 1 h; P63103;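 active = inhibition above about 70%, limit read from the data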;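 note: 0% = full 14-3-3 plus peptide FRET controls and 100% = background without 14-3-3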
Target sequence (P63103 whole entry, looked up): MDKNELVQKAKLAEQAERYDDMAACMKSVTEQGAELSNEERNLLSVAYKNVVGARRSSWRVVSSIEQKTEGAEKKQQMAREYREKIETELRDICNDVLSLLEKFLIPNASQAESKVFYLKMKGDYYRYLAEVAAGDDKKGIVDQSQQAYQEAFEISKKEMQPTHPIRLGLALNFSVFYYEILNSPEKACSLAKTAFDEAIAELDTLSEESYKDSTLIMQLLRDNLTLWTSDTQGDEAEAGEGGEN
Runt-CBFb FRET: blocks binding of human RUNX1 Runt domain to CBFb. actives 0.46% (n = 220,000). Q01196+Q13951. inhibition, % at 20 µM. Cerulean-Runt/Venus-CBFb FRET ratio 530/480, 1 h;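 active = inhibition over about 50% at 20 µM in the single-dose screen, limit read from the data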;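 note: 0% = DMSO wells and 100% = excess unlabeled CBFb competitor control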
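test system = Cerulean-tagged RUNX1 Runt domain (FRET donor) fusion protein | reagent = Venus-CBFb binding partner, 100 nM | incubation = protein complex preformed 1 h, compound exposure 1 h, room temperature, dark | detection = FRET fluorescence | read-out basis = loss of energy transfer signal | controls = 5 µM unlabeled CBFb as full-inhibition high control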
L929 necroptosis: blocks zVAD induced death of L929 cells | actives 0.38% (n = 220,000) | AID 1377 | L929 zVAD necroptosis rescue, ATP luminescence, 24 h; with zVAD 60 µM | viability rescue, % at 10 µM;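 active = activation, scaled between plate controls, above about 75%, limit read from the data; inactive = activation under that limit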;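 note: 0% = zVAD with DMSO and 100% = DMSO alone without zVAD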
MDM2 E3 inh: blocks human Mdm2 ubiquitin ligase activity. actives 0.11% (n = 210,000). signal enhancement, % at 5 µM. AID 1230. Q00987. cell-based MDM2 ubiquitination luciferase reporter, 2 h; 0 = plate control, 100 = twice control, blank-subtracted;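 active = signal enhancement of 30% or more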;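 note: luminescence tracks abundance of the self-degrading MDM2-luciferase fusion protein; higher signal means inhibition of MDM2 E3 ligase activity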
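Assay system: stable mammalian line carrying autodegrading MDM2–luciferase fusion reporter; amount: 2000 cells seeded into each well; buffer or medium: DMEM; benchmarks: plate control and blank wells; signal: luciferase luminescence; timing: 2 h compound exposure at 37 °C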
Tb hexokinase: T. brucei hexokinase 1 inhibition; inhibition, % at 10 µM; recombinant TbHK1, G6PDH-coupled NADH A340; AID 1430; actives 0.11% (n = 220,000);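 active = inhibition of 50% or more in the single-dose primary screen; inactive = inhibition below 50%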
p47phox inh: inhibitors of human p47phox binding | actives 0.53% (n = 220,000) | P14598 | inhibition, % at 24.7 µM | p47phox/p22phox peptide binding, fluorescence polarization, 2 h;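 active = inhibition above about 30%, limit read from the data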;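 note: 0% = p47phox with labelled peptide and 100% = labelled peptide alone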
Starred values were filed as active, the others as inactive; . = not tested or not shown; [ ] = remark or other dose. An unsorted share of the library (roughly 3.2% active in at least one column).

Molecule	p47phox inh	L929 necroptosis	Runt-CBFb FRET	Hck-Nef inh	14-3-3 Bad inh	EBV gp42 block	Runt-SMMHC FRET	Tb hexokinase	MDM2 E3 inh
O=C(COC(=O)c1ccccc1Cl)Nc1nccs1	-5	1.3	-2	1	14	-16	-5	-8	-11
Cc1ccccc1-n1c(SC/C(O)=C(\C#N)c2nc3ccccc3[nH]2)nnc1-c1ccncc1	-104	0.2	17	3	-3[fluorescence artefact?]	11	41	-16	-4
CCn1c2ccccc2c2cc(Nc3cc(C)nc4ncnn34)ccc21	-28	-0.4	-7	2	-1[fluorescence artefact?]	-3	1	-7	-11
O=C(CC1NCCc2ccccc21)Nc1cccc(Cl)c1 (configuration not stated)	-1	0.3	1	-1	-6	3	0	2	-2
Cc1ccccc1CSCCNS(C)(=O)=O	-8	0.0	1	-1	-6[fluorescence artefact?]	-7	0	-3	-27
CCN1C(=O)CSc2ccc(C(=O)OC)cc21	-1	.	2	-3	0[fluorescence artefact?]	-16	1	3	.
Cc1ccc(NC(=O)c2c(C)noc2-c2snnc2C)cc1	-5	-0.4	1	16	-1	-2	-1	2	-12
COc1cccc2c1C(=O)O/C2=C/c1ccc2c(c1)OCO2	7	-0.3	-68	11	17	16	29	-24	8
Cc1nn(Cc2ccc(F)cc2)c(C)c1NC(=O)c1cc2ncc(Br)cn2n1	6	2.8	0	26	30	30	3	3	2
NC(=O)CC[C@@H]1NC(=O)[C@@H]2CCCN2C(=O)c2cc([N+](=O)[O-])cc(F)c2NCCC[C@@H](C(N)=O)NC1=O	-4	4.0	-1	0	-14[fluorescence artefact?]	-8	0	-5	.
CC(C)CC(NC(N)=O)C(=O)OCC(=O)N(Cc1ccccc1)Cc1ccccc1 (configuration not stated)	-11	-0.7	-4	-15	-2	-18	0	-8	-9
Cc1c(N2C(=O)CSC2c2ccc([N+](=O)[O-])cc2)c(=O)n(-c2ccccc2)n1C (configuration not stated)	-10	-0.5	0	15	0	-15	-3	-9	-11
CCOc1cccc(-c2nnc(SCC(=O)Nc3cc(OC)cc(OC)c3)n2N)c1	-4	1.5	0	2	-3	5	2	3	-4
COc1cc(/C=N/NC(=O)C(C)n2nnc3ccccc32)ccc1O (configuration not stated)	-6	0.1	8	3	-4	-4	5	-24	-11
COc1ccccc1NC(=O)Nc1cccnc1	-6	1.6	1	17	-4	-14	-1	-1	0
O=C(NC(=S)NC1CC1)c1cccnc1	2	0.1	-1	1	-23	-3	0	1	-21
Cc1cccc(OCC(=O)Nc2cc(C)on2)c1	9	-0.8	2	0	-4	-14	3	4	0
O=C(O)c1cc(/C=C/C(=O)c2cc(F)ccc2O)c2c(c1)COCO2	-13	0.3	5	10	18	-8	0	-15	-5
Cn1nnc2ccccc2c1=O	3	2.3	0	20	2	5	1	-5	-10
O=C(O)CC(=O)Nc1ccc(Oc2ccc(C(F)(F)F)cn2)c(Cl)c1	-1	3.5	-2	19	-6	-16	-3	5	-11
CSCCCNC(=S)N1CCc2ccccc2C1	6	1.4	-1	22	-23	10	-1	-1	21
Cc1ccnc(NC(=O)CCC(=O)N(CC(=O)NC(C)(C)C)C2CCCC2)c1	-14	0.0	1	0	3	-5	-1	-5	9
COc1ccccc1C(C[N+](=O)[O-])c1c[nH]c2ccccc12 (configuration not stated)	-2	-0.1	2	4	2	16	-1	13	-8
O=C(CSc1ncn[nH]1)Nc1cccc(S(=O)(=O)N2CCCCCC2)c1	-3	0.4	-2	-18	5	-12	3	-2	-4
CO/N=C\CC(=O)Nc1ccc(Cl)c(Cl)c1	-11	2.8	0	17	-14	5	-3	-5	-12

Later entries:
Molecule	p47phox inh	L929 necroptosis	Runt-CBFb FRET	Hck-Nef inh	14-3-3 Bad inh	EBV gp42 block	Runt-SMMHC FRET	Tb hexokinase	MDM2 E3 inh
CCOC(=O)c1c(/N=C/C2=C(O)CC(C)(C)CC2=O)sc(C(C)=O)c1C	-16	4.8	4	2	-4	-14	-2	-16	-8
CCN(Cc1ccncc1)C(=O)c1ccc2c(c1)S(=O)(=O)c1ccccc1C2=O	-9	-0.9	1	-10	-4	3	-2	1	-6
O=C(CCC(=O)OCC(=O)c1ccc(Cl)cc1)NC1CCCCC1	-12	-0.1	0	2	8	4	-1	-1	1
Cc1ccc(C(C(=O)NC(C)(C)C)N(CCCN2CCOCC2)C(=O)c2ccc(-c3ccccc3)[nH]2)o1 (configuration not stated)	-2	0.6	-3	31	-4	-9	1	-3	-14
CCC(=O)n1nc(-c2ccc(Cl)cc2)nc1N	-6	15	1	23	-18	1	3	-2	-7
Cc1cc(/C=N/NC(N)=S)c(C)n1-c1ccc(Cl)cc1	-6	0.0	4	-29	3	2	4	-3	2
CCOc1ccccc1-c1cc(-c2n[nH]c(=S)n2CC)c2ccccc2n1	-4	.	1	10	30[fluorescence artefact?]	4	8	-9	-2
CCC1CCC2(CC1)NC(=O)N(CC(=O)Nc1cc(C)on1)C2=O (configuration not stated)	-5	-0.1	-1	-1	35[fluorescence artefact?]	1	4	36	10
CCC(=O)Nc1nnc(SCCOC)s1	-14	0.1	2	-1	-1[fluorescence artefact?]	2	-7	1	-9
COc1cc(NC(=O)CN2C(=O)c3ccccc3Sc3ccc(C(=O)N4CCOCC4)cc32)cc(OC)c1OC	2	-2.1	-2	15	2	3	-5	-6	-12
Cc1cc(NS(=O)(=O)c2ccc(NC(=O)/C=C/c3ccco3)cc2)nc(C)n1	-5	0.6	18	11	-1	11	-9	-87	-8
CCOc1ccccc1OCCCCN1CCCC1	-3	-0.1	2	0	13	-9	4	-1	15
COc1cc(NC(=O)c2cc(C)nc3ccccc23)cc(OC)c1OC	-18	1.5	-1	21	-7	-2	4	-8	-2
Cc1nc2ccc(NC(=O)NCCO)cc2s1	-10	0.6	1	0	-6[fluorescence artefact?]	-11	-1	-5	-25
COc1ccccc1NC(=O)/C(=C\c1cccs1)NC(=O)c1ccco1	-4	-0.6	1	16	-3	-16	-3	-54	-7
COc1ccc2c(c1)c(C(=O)CN1CCN(C(=O)c3ccco3)CC1)c(C)n2C	-10	0.2	-3	2	12	-3	-38	-16	-19
CCN(CC)CCCn1c(=S)[nH]c2cc(OC)c(OC)cc2c1=O	-8	-1.2	1	0	-3	-25	-3	-25	-3
Cc1ccc(S(=O)(=O)N(C)c2ccc3ccccc3c2)cc1	5	-0.5	1	-14	-3	0	-6	-6	-42
O=S(=O)(c1ccc(NCCc2c[nH]c3ccccc23)nc1)N1CCOCC1	-8	0.1	1	0	8	-8	-2	-10	-8
CSC1CCCCC1(O)CSc1nc2ccccc2o1 (configuration not stated)	-11	0.0	0	1	3	-8	-1	2	-13
CC(C)C(=O)N1CCc2cc(-c3csc(N)n3)ccc21	-14	0.5	5	0	-3	-15	-4	-9	-14
CCCN(C(=O)CSc1cc(-c2ccccc2)c2ccc(OC)cc2n1)C1CCS(=O)(=O)C1 (configuration not stated)	-32	0.2	-14	1	-35[fluorescence artefact?]	-11	-1	-13	-14
C/C(=N\NC(=S)NCc1ccccc1)c1cccs1	-15	-0.8	-2	1	-14	6	-7	-22	1
Cc1noc(C)c1C(=O)Nc1ccc(Cl)cc1C(F)(F)F	-10	0.1	-4	2	-4	-6	-4	-1	-20
Cc1ccccc1NC(=O)c1cccc(S(=O)(=O)Oc2ccc([N+](=O)[O-])cc2)c1	-5	0.9	-1	2	-3	-8	4	4	-14

(more compounds)
Molecule	p47phox inh	L929 necroptosis	Runt-CBFb FRET	Hck-Nef inh	14-3-3 Bad inh	EBV gp42 block	Runt-SMMHC FRET	Tb hexokinase	MDM2 E3 inh
COc1ccc(CCNC(=O)C2CCN(S(C)(=O)=O)CC2)cc1	0	-0.7	0	5	6	14	0	-2	-11
Nc1cc(S(=O)(=O)Nc2ccc(Br)cc2)ccc1Cl	-10	1.9	-2	8	8	-15	-4	-6	0
COc1ccccc1CCc1nnc(CCC(=O)N(C)Cc2cccc3cnccc23)o1	5	0.2	0	19	4	-16	0	2	13
COc1nc(-c2ccccc2)ccc1-c1noc(C)n1	-2	0.0	-1	2	3	-17	-2	-8	-13
Cc1ccc2cc(CCNC(=O)c3ccc(S(=O)(=O)N4CCCCC4)cc3)c(=O)[nH]c2c1	4	0.5	0	9	9	-2	2	-6	-5
COC(=O)C1=C(C)NC(=O)/C1=C\c1ccco1	-9	-0.4	-2	1	5[fluorescence artefact?]	2	2	-18	-13
Cc1cc(S(=O)(=O)Nc2ccc(F)cc2)c(C)s1	-4	0.2	3	-21	0	-2	2	34	-6
CCCC(CCC)C(=O)OC1C[C@H]2CC[C@@H](C1)[N+]2(C)C (some centres not stated)	-3	1.4	-2	0	-5	-2	0	1	.
COc1ccccc1NC(=O)CSc1nncn1-c1cccnc1	-18	0.3	-1	6	-6	-19	-7	2	-2
CC(C)COC(=O)CCNc1n[nH]c(=O)[nH]c1=O	-5	0.4	0	0	2	-14	2	3	-16
Cc1csc(NC(=O)CCCc2cccs2)n1	-1	6.1	2	18	-2	-10	-2	1	14
CC(C)c1nc(SCC(=O)N2CCCc3ccccc32)c2c(=O)n(C)c(=O)n(C)c2n1	-9	0.6	-6	4	8	6	-2	-5	-5
CCc1ccccc1N(C)S(=O)(=O)c1ccc2[nH]cc(C(=O)O)c(=O)c2c1	-1	2.8	-5	3	17	-8	-2	-1	-7
COc1ccc(CCn2c(SCC(=O)Nc3cc(C)on3)nc3ccccc3c2=O)cc1OC	5	1.9	2	8	13[fluorescence artefact?]	-8	6	-8	-17
COc1ccc(CN2CCN(CCC(C)C)C(CCO)C2)cc1Cn1cncn1 (configuration not stated)	-1	1.6	0	19	-19	-3	2	-1	-8
CCCCC(=O)Nc1cc2nn(-c3ccc(OC)cc3)nc2cc1C	-19	-0.2	-2	3	-9[fluorescence artefact?]	-15	2	-8	-8
O=C1C(=O)N(Cc2ccco2)C(c2cccc(Cl)c2)/C1=C(\O)c1ccc2c(c1)OCCO2 (configuration not stated)	-3	0.8	11	0	20	-16	10	-6	6
O=C(NCCCN1CCOCC1)NC1CCCCC1	-18	-0.1	0	2	7	-11	2	-2	2
O=C(NC(Cc1c[nH]c2ccccc12)C(=O)O)c1ccc(Br)cc1 (configuration not stated)	-5	0.1	1	35	0	-3	-3	-6	-16
CN(C)S(=O)(=O)c1ccc(Nc2ccc(-c3ccc4c(c3)OCCO4)nn2)cc1	-9	1.5	-5	0	8[fluorescence artefact?]	-3	-2	3	-2
COc1ccc(S(=O)(=O)N2CCOCC2)cc1OC	6	-0.3	0	-2	23	1	2	5	-1
COC(=O)c1cn(-c2ccccc2)c(=O)c2ccccc12	0	2.3	2	-11	-6	-5	-1	-5	-1

Sorted by SMILES length (high to low): some entries from above
Molecule	p47phox inh	L929 necroptosis	Runt-CBFb FRET	Hck-Nef inh	14-3-3 Bad inh	EBV gp42 block	Runt-SMMHC FRET	Tb hexokinase	MDM2 E3 inh
COc1ccc(CCNC(=O)C2CCN(S(C)(=O)=O)CC2)cc1	0	-0.7	0	5	6	14	0	-2	-11
COc1ccccc1NC(=O)CSc1nncn1-c1cccnc1	-18	0.3	-1	6	-6	-19	-7	2	-2
Cc1csc(NC(=O)CCCc2cccs2)n1	-1	6.1	2	18	-2	-10	-2	1	14

Source: PubChem BioAssay
